CHRM5 agonist: human M5 muscarinic receptor agonists, primary screen, CHO-K1 cells, Fluo-8 calcium fluorescence. activation, % at 3 µM. AID 624037, 2012. 360,000 tested, 0.19% active. Muscarinic acetylcholine receptor M5 (Homo sapiens), P08912. CHO-K1 hM5 cells; 0% DMSO wells, 100% maximal acetylcholine response;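 active means activation above the run's mean over test compounds plus 3 SD, cut at about 23% in these data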;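 further: signal is peak over basal fluorescence ratio across the kinetic read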
Target sequence (P08912 whole entry, looked up): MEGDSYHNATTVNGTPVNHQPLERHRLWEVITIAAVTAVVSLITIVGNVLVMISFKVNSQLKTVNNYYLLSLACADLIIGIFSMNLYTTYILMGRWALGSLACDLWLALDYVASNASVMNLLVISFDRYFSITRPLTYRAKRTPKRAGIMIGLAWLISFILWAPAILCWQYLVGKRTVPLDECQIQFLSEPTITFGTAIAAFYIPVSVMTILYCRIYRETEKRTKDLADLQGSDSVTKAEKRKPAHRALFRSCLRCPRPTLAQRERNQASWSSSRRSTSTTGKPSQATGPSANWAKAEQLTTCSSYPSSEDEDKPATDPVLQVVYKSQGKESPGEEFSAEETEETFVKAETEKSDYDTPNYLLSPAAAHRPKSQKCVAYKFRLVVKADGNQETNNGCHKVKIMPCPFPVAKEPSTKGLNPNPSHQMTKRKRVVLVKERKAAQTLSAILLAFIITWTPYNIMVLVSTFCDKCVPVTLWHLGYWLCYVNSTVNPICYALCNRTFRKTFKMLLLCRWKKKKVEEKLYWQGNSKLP
CHRM1 PAM: human M1 muscarinic receptor positive allosteric modulators, primary screen, CHO-K1 cells, Fluo-8 calcium fluorescence, 1536-well | activation, % at 3 µM | 360,000 tested, 0.088% active | CHO-K1 hM1, ACh EC20; 0% = ACh EC20, 100% = maximal ACh | Muscarinic acetylcholine receptor M1 (Homo sapiens), P11229; in the data active means activation above about 19%, passing the limit was not always enough
CHRM4 agonist: human M4 muscarinic receptor agonists, primary screen, CHO-K1 cells, Fluo-8 calcium fluorescence; activation, % at 3 µM; AID 624127, 2012; CHO-K1 hM4/Gqi5; vehicle 0%, full acetylcholine response 100%; 360,000 tested, 0.14% active;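 active means activation above the run mean over all test wells plus 3 SD, cut at about 32% in these data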;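 further: peak over basal fluorescence ratio per well then scaled between controls; 0% = DMSO wells and 100% = acetylcholine at EC100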
Target sequence (P08173 whole entry, looked up): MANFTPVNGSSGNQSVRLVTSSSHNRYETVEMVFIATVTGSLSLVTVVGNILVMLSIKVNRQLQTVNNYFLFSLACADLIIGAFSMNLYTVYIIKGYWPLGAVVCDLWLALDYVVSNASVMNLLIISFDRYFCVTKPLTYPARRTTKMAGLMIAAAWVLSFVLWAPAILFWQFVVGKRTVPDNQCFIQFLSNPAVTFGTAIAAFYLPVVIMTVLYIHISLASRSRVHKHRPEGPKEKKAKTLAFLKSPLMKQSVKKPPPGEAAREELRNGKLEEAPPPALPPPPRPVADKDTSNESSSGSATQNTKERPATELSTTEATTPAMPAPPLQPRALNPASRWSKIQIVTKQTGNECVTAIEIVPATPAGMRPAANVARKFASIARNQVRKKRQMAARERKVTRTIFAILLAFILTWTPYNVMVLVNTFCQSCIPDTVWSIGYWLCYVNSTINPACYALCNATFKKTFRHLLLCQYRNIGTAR
CRFBP-R2 agonist: agonists of CRF-BP/CRF-R2 complex, primary screen, cell-based, HEK293, calcium dye fluorescence, uHTS; calcium dye fluorescence (FLIPR); percent of saturating CRF peptide response; activation, % at 13.2 µM; 350,000 tested, 0.46% active; AID 588473, 2011;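 active means activation of at least 50%, plus an integration ratio under a set limit after plate pattern correction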;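 further: plate controls were neutral control wells without compound for no effect and CRF at EC100 for full effect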
CHRM5 PAM: human M5 muscarinic receptor positive allosteric modulators, primary screen, CHO-K1 cells, Fluo-8 calcium fluorescence; Muscarinic acetylcholine receptor M5 (Homo sapiens), P08912; CHO-K1 hM5, ACh EC20 PAM; 0% = ACh EC20, 100% = ACh EC100; activation, % at 3 µM; 360,000 tested, 0.3% active; AID 624038, 2012;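 active means activation above the run cutoff, the mean activation of all test compounds plus 3 SD, cut at about 18% in these data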
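Assay system – human M5 receptor in CHO-K1 cells · Read-out – % activation, ACh-normalized · Technique – Fluo-8 calcium fluorescence · Dosing – single-point, 3 µM nominal · Incubation – Fluo-8 loading 80 min at 37 °C plus 30 min room temperature · Repeats – singlicate, one well per test compound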
M1 antag: human M1 muscarinic receptor antagonists, primary screen, CHO-K1 cells, Fluo-8 calcium fluorescence, 1536-well. Muscarinic acetylcholine receptor M1 (Homo sapiens), P11229. CHO-K1 hM1, ACh EC80 antagonist. inhibition, % at 3 µM. 360,000 tested, 1.3% active. AID 588852, 2011;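 active means percent inhibition above its own plate's cutoff, namely the mean of that plate's compound wells plus 3 SD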;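 further: peak over basal fluorescence ratio during 140 s after agonist addition; 0% = ACh EC80 plus DMSO and 100% = DMSO alone without agonist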
CHRM4 antagonist: human M4 muscarinic receptor antagonists, primary screen, CHO cells, Fluo-8 calcium fluorescence; Muscarinic acetylcholine receptor M4 (Homo sapiens), P08173; CHO-hM4 cells, ACh EC80; inhibition, % at 3 µM; 360,000 tested, 0.73% active;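 active means inhibition above its plate's cutoff, the mean inhibition of sample wells plus 3 SD, cut at about 27% in these data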;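 further: 0% = acetylcholine EC80 with DMSO and 100% = DMSO without agonist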
CHRM5 antagonist: human M5 muscarinic receptor antagonists, primary screen, CHO cells, Fluo-8 calcium fluorescence | Muscarinic acetylcholine receptor M5 (Homo sapiens), P08912 | CHO-hM5 cells, ACh EC80 | inhibition, % at 3 µM | 360,000 tested, 0.59% active | AID 624040, 2012;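 active means inhibition above a per-plate cutoff, the mean of that plate's test compounds plus 3 SD, cut at about 27% in these data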;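 further: 0% = acetylcholine EC80 with DMSO and 100% = DMSO without agonist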
M4 PAM: human M4 muscarinic receptor positive allosteric modulators, primary screen, CHO-K1 cells, Fluo-8 calcium fluorescence; Muscarinic acetylcholine receptor M4 (Homo sapiens), P08173; activation, % at 3 µM; AID 624126, 2012; 360,000 tested, 0.4% active; CHO-K1 hM4/Gqi5, ACh EC20; 0% = ACh EC20, 100% = maximal ACh;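 active means activation above its plate's cutoff, the mean activation of sample wells plus 3 SD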; further: some results filed as inactive read as strong as hits
* hit, by the source's call; . = not tested or not shown.

SMILES	CHRM5 agonist	CHRM1 PAM	CHRM4 agonist	CRFBP-R2 agonist	CHRM5 PAM	M1 antag	CHRM4 antagonist	CHRM5 antagonist	M4 PAM
CC(C)OCCCNC(=O)CCc1nc(-c2ccccc2)no1	0	6	0	0.7	4	-4	14	-6	0
O=C(CCc1n[nH]c(=O)[nH]c1=O)N/N=C/c1ccco1	-1	15	1	-1.6	5	-6	2	-10	0
COc1ccc(CN(C(=O)c2cccs2)c2nccs2)cc1OC	-7	7	5	-0.3	-14	-3	4	0	-6
COC(=O)COc1ccc(-c2nn(C)c(=O)c3ccccc23)cc1	6	-16	8	1.6	-9	14	15	-2	-4
COC(=O)C[C@H]1c2cc(C(F)(F)F)ccc2S(=O)(=O)N1C(C)(C)C	2	3	0	0.8	-3	10	-2	0	14
COc1ncnc2c1N=C1CC(C)(C)CC(N)=C1S2	-4	-9	8	13	2	16	2	2	-1
O=C(COC(=O)c1cc2ccccc2cc1O)Nc1ccccc1F	-2	-5	6	1.9	-2	0	8	12	-5
Cc1nc2ccc(S(=O)(=O)NCC(=O)N3CCC(N4CCCCC4)CC3)cc2s1	-4	-2	-1	1.6	-2	4	17	-3	-2
CC(CCc1ccccc1)NC(=O)COC(=O)c1cccnc1Cl (centres undefined)	2	7	2	-6.0	5	-19	-5	8	8
Cc1ccccc1C(=O)N1CCN(c2ccc(NC(=O)c3cccc(OC(C)C)c3)cc2)CC1	-3	-1	0	-0.8	-2	4	5	-7	-9
NC(=O)Cn1cc(/C=N\NS(=O)(=O)c2cccc([N+](=O)[O-])c2)c2ccccc21	0	0	0	0.0	-1	6	0	7	3
CCN(Cc1ccccc1)S(=O)(=O)c1ccc(F)cc1	0	10	-2	-5.7	1	-25	-14	-18	-10
O=C(Cc1ccccc1)c1c[nH]c(C(=O)NCCCN2CCOCC2)c1	-2	-2	1	1.2	6	6	-26	2	6
O=C(Nc1ccc2c(c1)N(S(=O)(=O)c1cccs1)CCC2)c1c(F)cccc1Cl	-2	1	1	0.9	-5	-9	-6	6	-6
O=C1CC(c2ccccc2)CC(O)=C1C=NCc1ccncc1 (centres undefined)	-6	-6	1	-1.7	-6	-1	2	-2	-2
Cc1oc(C)c(C(=O)NCCCC(=O)O)c1C(=O)NCCCC(=O)O	-4	7	0	-0.6	4	-8	-9	-6	13
CCSc1ccc([C@@H]2[C@@H]3C(=O)N(CC)C(=O)[C@@H]3[C@]3(C(=O)OC)CCCCN23)cc1	2	12	1	0.5	5	-10	6	3	6
COCCNc1cc(NCCOC)c([N+](=O)[O-])cc1[N+](=O)[O-]	0	9	1	1.4	6	-7	-6	-8	3
O=C(Nc1ccccc1N1CCN(C(=O)c2ccc(Cl)cc2)CC1)c1ccc(Br)cc1	-2	-5	1	0.3	-8	10	12	10	-13
CN(CC(=O)Nc1ccc(Cl)cc1)Cc1cc(=O)n2ccsc2n1	1	18	4	-1.6	7	-15	-4	-16	4
O=C1OC[C@@H]2CCCN2C(=O)[C@H](CC(=O)N(CCO)Cc2ccccc2)C/C=C\CC[C@@H]1Cc1ccc(F)cc1	1	-2	.	0.5	-1	8	9	0	-3
CC(=O)Nc1cccc(NC(=O)COc2nncc3ccccc23)c1	2	-4	0	1.3	3	10	11	2	-1
Cc1cn([C@H]2C[C@H](O)[C@@H](CNCc3ccc(-c4cc(Cl)ccc4C(F)(F)F)o3)O2)c(=O)[nH]c1=O	0	-4	2	0.0	-1	11	-1	5	0
Cc1cc(NC(=O)COC(=O)C2CCN(S(=O)(=O)c3c(Cl)cccc3Cl)CC2)no1	-1	0	1	1.5	-6	-4	11	0	-4
COc1ccc(-c2cc(C(=O)NCCN3CCOCC3)no2)cc1OC	0	2	2	-2.4	4	-8	-6	0	9
O=C(C1CCCCC1)N1CCC(n2nnc3ccccc32)CC1	-8	5	1	0.7	5	-7	-9	4	-2
O=C(c1ccco1)N1CCCC(c2nc3c(nnn3Cc3ccc(F)cc3)c(=O)[nH]2)C1 (centres undefined)	-1	-7	0	-0.6	1	14	3	8	0
O=C(CNC(=O)C12CC3CC(CC(C3)C1)C2)NCc1ccccc1	-1	11	0	-2.0	5	-3	-8	-4	7
Cc1ccnc(NC(=S)NC(=O)c2cncc(Br)c2)c1	0	7	0	-0.1	1	-9	4	-4	4
CCOc1ccccc1OCCCC(=O)Nc1nc2ccccc2[nH]1	1	-2	2	-0.1	-7	7	0	10	-5
CC(C)c1ccc(C2OC(CCc3ccccc3)Cc3[nH]c(=S)[nH]c(=O)c32)cc1 (centres undefined)	3	.	0	.	-4	.	-5	1	10
O=C(NC1CCCc2c1cnn2-c1cc(F)cc(F)c1)c1ccccn1 (centres undefined)	-3	5	3	-1.1	-3	-7	9	-1	10
COc1ccc(C(=O)Nc2nnc(C)s2)cc1S(=O)(=O)N1CCOCC1	1	3	0	0.3	1	6	-10	11	10
O=C(c1n[nH]c(=O)c2ccccc12)N1CCOCC1	-1	6	1	-0.5	-1	-6	0	-1	9
NC(N)=NC(=S)Nc1ccc(Cl)cc1	3	-4	3	-1.6	-2	6	-15	-6	-1
COc1cccc(C2C(C#N)=C(N)Oc3cc(N)ccc32)c1OC (centres undefined)	1	7	2	0.0	-5	-9	-6	0	13
COCc1nnc(NC(=O)c2ccc(S(=O)(=O)N(C)c3ccccc3)cc2)o1	3	6	0	-0.6	-3	-2	2	2	-2
Cc1ccc2nc(NCc3ccccc3)c(C=O)c(=O)n2c1	1	15	1	-1.2	1	-10	-3	-9	2
O=C(NCCN1CCN(C(=O)c2cccc(Br)c2)CC1)C(=O)Nc1ccc(Br)cc1	-1	-3	12	-0.1	-4	1	1	13	-8
COCCCNC(=O)C(=O)Nc1ccc2c(c1)N(S(=O)(=O)c1cccs1)CCC2	1	2	4	-0.5	4	-4	-5	3	-4
COc1cccc(/C=C/C(=O)OCC(=O)NC2CCCCCCC2)c1	0	7	3	1.0	1	-16	6	7	7
Cc1ccc(CC(=O)NCCCc2ccccc2)cc1	-6	7	0	-4.5	4	-29	5	-4	5
CCCCNC(=O)C1(C)CCN1C(=O)c1ccc(C(F)(F)F)nc1C (centres undefined)	0	1	0	.	-8	-7	4	14	-2
CN(Cc1ccccc1)C(=O)c1ccc(NC(=O)Cc2ccc(NC(=O)C3CCN(S(=O)(=O)c4cccc([N+](=O)[O-])c4)CC3)cc2)cc1	1	-4	1	-1.6	-1	2	-3	5	-1
CS(=O)(=O)N1CCN=C1SCc1ccc([N+](=O)[O-])cc1	0	1	0	0.5	-1	5	-3	-3	-4
Cc1oc(C)c2c(=O)ccc3c(c12)OC(N)=C(C#N)C3c1ccc(F)cc1 (centres undefined)	2	-2	3	1.9	-1	5	12	7	-2
CN(Cc1ccc(OCC(O)CN(C)Cc2ccccc2)cc1)Cc1nccn1C (centres undefined)	-13	-13	1	4.0	-4	20	9	9	-18
CC(Cc1ccccc1)N1C(=O)c2cccc([N+](=O)[O-])c2C1=O (centres undefined)	-1	3	0	-7.1	-1	-10	-4	-2	-4
O=C(O)CC/C(=N\NC(=O)c1ccccc1)c1cccs1	-1	-6	18	-0.5	-20	18	9	16	-15
O=C(CN1C(=O)C2C3C=CC(C4CC34)C2C1=O)Nc1cnc2ccccc2c1 (centres undefined)	-3	12	3	-1.2	-1	-9	-10	-6	8
CC(NC(=O)c1cccc(C(F)(F)F)c1)C(c1ccccc1)N1CCOCC1 (centres undefined)	-3	3	0	0.0	4	-4	4	6	-1
CCOC(=O)c1c(NC(=O)CSc2ncccn2)sc2c1CC(C)(C)NC2(C)C	-4	11	2	0.8	-3	-18	10	5	3
Cc1cn([C@H]2C[C@H](O)[C@@H](CNCc3cnc(N4CCOCC4)nc3)O2)c(=O)[nH]c1=O	-1	-2	0	2.9	-1	-5	-6	2	3
COCCn1c(C)cc(C(=O)CSc2nnc(-c3cccnc3)n2-c2ccccc2F)c1C	0	6	1	0.7	-1	-3	6	0	-5
COc1ccc(CC2(CO)CCN(Cc3ccncc3)CC2)cc1	-5	-8	1	0.0	-3	1	-2	1	-5
CCOc1ccc(S(=O)(=O)N(C)c2ccc(OCC(=O)NCCc3ccc(OC)cc3)cc2)cc1	-1	5	0	7.8	2	-13	-2	7	7

Structures listed so far that contain an NH in an aromatic ring:
SMILES	CHRM5 agonist	CHRM1 PAM	CHRM4 agonist	CRFBP-R2 agonist	CHRM5 PAM	M1 antag	CHRM4 antagonist	CHRM5 antagonist	M4 PAM
O=C(CCc1n[nH]c(=O)[nH]c1=O)N/N=C/c1ccco1	-1	15	1	-1.6	5	-6	2	-10	0
O=C(Cc1ccccc1)c1c[nH]c(C(=O)NCCCN2CCOCC2)c1	-2	-2	1	1.2	6	6	-26	2	6
Cc1cn([C@H]2C[C@H](O)[C@@H](CNCc3ccc(-c4cc(Cl)ccc4C(F)(F)F)o3)O2)c(=O)[nH]c1=O	0	-4	2	0.0	-1	11	-1	5	0
O=C(c1ccco1)N1CCCC(c2nc3c(nnn3Cc3ccc(F)cc3)c(=O)[nH]2)C1 (centres undefined)	-1	-7	0	-0.6	1	14	3	8	0
CCOc1ccccc1OCCCC(=O)Nc1nc2ccccc2[nH]1	1	-2	2	-0.1	-7	7	0	10	-5
CC(C)c1ccc(C2OC(CCc3ccccc3)Cc3[nH]c(=S)[nH]c(=O)c32)cc1 (centres undefined)	3	.	0	.	-4	.	-5	1	10
O=C(c1n[nH]c(=O)c2ccccc12)N1CCOCC1	-1	6	1	-0.5	-1	-6	0	-1	9
Cc1cn([C@H]2C[C@H](O)[C@@H](CNCc3cnc(N4CCOCC4)nc3)O2)c(=O)[nH]c1=O	-1	-2	0	2.9	-1	-5	-6	2	3

Screening data from PubChem BioAssay.
